Compound activity as filed in PubChem.
Casp7 inh – allosteric or competitive inhibitors of human caspase-7. P55210. Potency, µM (titrated, usually from 57.5 µM), for inactives: top-dose activity change, negative = inhibition, hits mostly inhibitors. recombinant caspase-7, Ac-DEVD-AFC fluorescence rate. hit rate 0.02% among 75,000; active means well fitted inhibition curve with a large enough effect in the main read-out, with a control signal flat, not every such curve was filed as active; inconclusive means small, poorly fitted or top-dose-only effect, or a change in a side signal; further: potency means the concentration at half of the fitted maximal effect; % of control where 0% means no effect
Target sequence (P55210 24-198 limits assumed): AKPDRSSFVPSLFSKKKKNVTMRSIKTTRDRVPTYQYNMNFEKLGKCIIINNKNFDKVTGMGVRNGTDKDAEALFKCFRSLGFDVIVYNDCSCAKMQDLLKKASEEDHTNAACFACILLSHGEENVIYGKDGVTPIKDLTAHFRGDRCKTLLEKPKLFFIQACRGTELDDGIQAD
Target sequence (P55210 207-303 limits assumed): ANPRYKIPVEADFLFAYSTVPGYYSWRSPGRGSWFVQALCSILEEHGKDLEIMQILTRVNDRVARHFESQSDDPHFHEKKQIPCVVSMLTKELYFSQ
Casp1 inh – blocks human caspase-1 allosterically or competitively; P29466; Potency, µM (top dose mostly 57.5 µM), for the others: at the top dose activity change, negative = inhibition, hits mostly inhibitors; Caspase-1 enzyme, Ac-WEHD-AFC fluorogenic rate; hit rate 0.03% among 75,000;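 further: potency means the concentration at half of the fitted maximal effect; plate controls were vehicle for no effect and no substrate for full effect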
Tau filament bind – binds recombinant human tau filaments | P10636 | recombinant tau filaments, thioflavin S fluorescence, 15 h; filaments grown with octadecylsulfate alongside compound | Potency, µM (series often up to 57.1 µM), without a hit: at the top dose activity change, negative = inhibition | hit rate 2% among 71,000;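 further: potency means the concentration at half of the fitted maximal effect; on the % scale 0 is the no-effect control and ±100 the full control effect; actives lower thioflavin S fluorescence by blocking filaments or displacing dye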
Target sequence (P10636 whole entry, looked up): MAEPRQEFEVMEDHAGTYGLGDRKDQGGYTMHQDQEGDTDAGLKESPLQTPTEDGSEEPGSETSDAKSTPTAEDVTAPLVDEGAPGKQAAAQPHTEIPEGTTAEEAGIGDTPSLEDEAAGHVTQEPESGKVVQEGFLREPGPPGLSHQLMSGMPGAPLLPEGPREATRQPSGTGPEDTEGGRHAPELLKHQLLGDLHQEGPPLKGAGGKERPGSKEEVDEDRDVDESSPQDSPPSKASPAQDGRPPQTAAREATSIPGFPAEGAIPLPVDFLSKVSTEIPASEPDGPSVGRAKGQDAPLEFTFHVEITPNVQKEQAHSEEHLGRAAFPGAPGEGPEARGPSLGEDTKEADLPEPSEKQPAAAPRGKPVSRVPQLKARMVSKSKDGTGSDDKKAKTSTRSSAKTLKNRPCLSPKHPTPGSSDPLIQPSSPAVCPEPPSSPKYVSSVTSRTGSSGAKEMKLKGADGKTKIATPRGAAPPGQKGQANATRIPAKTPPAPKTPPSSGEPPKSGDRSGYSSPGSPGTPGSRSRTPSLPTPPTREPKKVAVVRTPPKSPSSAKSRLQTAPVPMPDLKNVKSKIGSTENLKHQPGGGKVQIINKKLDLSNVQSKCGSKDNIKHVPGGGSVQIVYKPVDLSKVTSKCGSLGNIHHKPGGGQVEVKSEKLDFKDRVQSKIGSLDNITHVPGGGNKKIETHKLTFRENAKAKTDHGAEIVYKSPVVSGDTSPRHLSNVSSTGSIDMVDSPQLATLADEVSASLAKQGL
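Read-out: ThS fluorescence, 450 nm excitation/510 nm emission; lower signal marks blocked filament formation or displaced dye. Tau at 1 uM with 30 uM ODS, 10 uM ThS, 5 mM DTT, 100 mM NaCl, 10 mM HEPES pH 7.4; 15 h, 37 C.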
Luciferase inh – blocks Photinus pyralis firefly luciferase activity | Potency, µM (highest dose often 57.1 µM), for inactives: at the highest dose activity change, negative = inhibition, actives largely listed as inhibitors | purified firefly luciferase, luminescence, 8 min | P08659 | hit rate 2.2% among 72,000 | AID 411; further: potency means the concentration at half of the fitted maximal effect; on the % scale 0 is the no-effect control and ±100 the full control effect; nearly all actives have a fitted effect of over 40% in size
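Here, luciferase activity is measured as luminescence following an 8 min room-temperature reaction at 10 uM ATP, pH 7.2. Every library sample is titrated.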
Fluorescein autfl – fluorescein region autofluorescence; Compound autofluorescence, 480/540 nm, fluorescein-equivalent; active compounds read high; max fluorescein-equivalent concentration, M; hit rate 0.91% among 59,000; in the data active means max fluorescein-equivalent concentration above about 10 nM; inconclusive means between about 1.1 nM and that limit
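Fluorescein stocks ranging 3 mM down to 300 nM, plus DMSO blanks, were pinned alongside compounds to build a per-plate standard curve. Buffer: 100 mM Tris, pH 8.0. Incubation 15 min, room temperature; filters 480/540 nm.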
USP2a inhib – inhibitors of human ubiquitin-specific protease USP2a; hit rate 0.1% among 60,000; AID 927; Potency, µM (top dose mostly 38.3 µM), for the others: at the highest dose activity change, negative = inhibition, hits mostly inhibitors; USP2a enzymatic assay, qHTS inhibition;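 further: potency means the concentration at half of the fitted maximal effect; nearly all actives have a fitted effect of over 60% in size; plate controls were DMSO for no effect and NEM full inhibition control for full effect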
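Coupled readout: USP2-cleaved Ub-PLA2 (20nM final) turns over NBD C6-HPC (20uM final), Ex 460nm/Em 535nm after 2.5 h, time-zero read flagging artifacts. Enzyme (20nM final, pH 8.0 Tris) given 30 min RT with compound first; NEM defines full inhibition.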
ERK AVP inh – blocks ERK signaling stimulated by vasopressin | hit rate 0.99% among 72,000 | HEK293-V1b, vasopressin-stimulated pERK AlphaScreen | Potency, µM (highest dose often 57.5 µM), for inactives: at the top dose activity, negative = inhibition, most hits filed as inhibitors; further: potency means the concentration at half of the fitted maximal effect; on the % scale 0 is the no-effect control and ±100 the full control effect; nearly all actives have a fitted effect of over 55% in size
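Overnight-seeded V1b-HEK293 cells in 1% FBS got compound, then vasopressin (25 nM final, 5 min, 37C), then lysis buffer. AlphaScreen detection of phospho-ERK; activity normalized to basal and full-stimulation controls.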
HADH2 inh – inhibitors of human HADH2 dehydrogenase. hit rate 3.4% among 73,000. Q99714. Potency, µM (doses to about 57.1 µM), without a hit: top-dose activity change, negative = inhibition, most hits filed as inhibitors. recombinant HADH2, NADH fluorescence, beta-hydroxybutyryl-CoA; further: potency means the concentration at half of the fitted maximal effect; on the % scale 0 is the no-effect control and ±100 the full control effect; nearly all actives have a fitted effect of over 60% in size; many of its hits are not listed in these tables
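His-tagged recombinant enzyme from E. coli, 20 nM, preincubated 15 min RT with compound; reaction started with 1 mM NAD+ and 90 uM beta-hydroxybutyryl-CoA in 100 mM Tris-HCl pH 9.0. NADH fluorescence (ex 360/em 450) read over 4 min; last-minus-first difference.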
Rhodamine fluor – compound fluoresces in the rhodamine spectral region | Rhodamine-region fluorescence, 547/598 nm, Tris buffer; active compounds read high | AID 594 | max dye-equivalent concentration, M | hit rate 0.05% among 59,000; in the data active means max dye-equivalent concentration above about 11 nM; inconclusive means between about 1.1 nM and that limit
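Compound fluorescence in 100 mM Tris, pH 8.0, read after 15 min at room temperature with 547 nm excitation and 598 nm emission. Output is dye-equivalent concentration from an on-plate rhodamine standard series.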
Texas Red fluor – compounds fluorescent in Texas Red spectral region; Compound fluorescence, Texas Red channel, 547/618 nm; active compounds read high; max dye-equivalent concentration, M; hit rate 0.06% among 59,000; in the data active means max dye-equivalent concentration above about 10 nM; inconclusive means between about 1.1 nM and that limit
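Texas Red-region profiling: compounds in 100 mM Tris pH 8.0 were read at 547/618 nm after 15 min at room temperature. Intensities were normalized against a six-point Texas Red standard series to give dye-equivalent concentration.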
HEK293 cAMP cs – counter-screen for TSHR agonists: cAMP increase in parental HEK293; parental HEK293 CNG cAMP sensor, membrane potential fluorescence; Potency, µM (titrated, usually from 57.1 µM), for inactives: at the highest dose activation, actives largely listed as activators; hit rate 2.5% among 73,000; AID 938; further: potency means the concentration at half of the fitted maximal effect; % of control where 0% means no effect; nearly all actives have a fitted effect of over 55% in size
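Counterscreen for endogenous-receptor signalling: CNG-channel HEK 293 cells report cAMP rise by membrane depolarization. After 60 min dye equilibration with 100 uM RO 20-1724, compounds incubated 30 min before bottom-read fluorescence at 590 nm.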
* marks the source's active call; other numbers are inactive results; i = inactive; ? = inconclusive; nt = not tested or not shown; [ ] = remark or other dose. Unless noted, the call rests on the fitted dose curve; in most records, active means well fitted curve in the direction sought with a large enough effect; inconclusive means small, poorly fitted or top-dose-only effect, or another doubt; inactive means no such curve, though single readings can be large; an effect the other way counts as inactive or inconclusive. A portion of the library; rates above refer to the full screens.

Every second line gives: Casp7 inh, Casp1 inh, Tau filament bind, Luciferase inh, Fluorescein autfl, USP2a inhib, ERK AVP inh, HADH2 inh, Rhodamine fluor, Texas Red fluor, HEK293 cAMP cs
O=C(c1cccc(S(=O)(=O)N2CCCC2)c1)N1CCN(c2ccccc2F)CC1
  -1%, -4%, 36%, 1%, ?, -18%, -24%, 1%, i, i, 28%
O=S(=O)(c1ccc2oc(-c3ccncc3)nc2c1)c1ccc2oc(-c3ccncc3)nc2c1
  3%, -2%, 1%, 1%, i, -6%, -11%, 1%, i, i, 4%
COc1ccccc1NS(=O)(=O)c1cc(C(=O)NCCN2CCOCC2)ccc1Cl
  -15%, -2%, -6%, -2%, i, -2%, -6%, -14%, i, ?, ?
CCOc1cc(-n2cnnn2)c(OCC)cc1NC(=O)c1cnccn1
  -2%, -2%, -9%, 2%, i, 2%, 2%, -3%, i, i, 8%
C/C(=C\C(=O)c1cccnc1)Nc1ccc(C)c(C)c1
  -1%, -2%, ?, 13µM*, nt, 3%, -5%, -6%, nt, nt, -1%
COCCn1c(SCC(=O)Nc2sc(C)c(C)c2C#N)nnc1C(C)C
  1%, -2%, -2%, -2%, i, nt, 4%, 4%, i, i, 11%
O=C(OCc1nnc(-c2ccccc2)o1)c1ccc(S(=O)(=O)NCc2ccco2)cc1
  -12%, -2%, -5%, 7%, i, 22%, ?, 19%, i, i, 20%
O=c1c2cccc3c2c(nn1CN1CCOCC1)-c1ccccc1-3
  -7%, -8%, -12%, 0%, i, 6%, -11%, -2%, i, i, 15%
NNC(=O)CS(=O)(=O)Nc1ncccn1
  2%[11.5 µM], -2%[11.5 µM], 6%[11.4 µM], 1%[11.4 µM], i, nt, 13%[11.5 µM], 2%[11.4 µM], i, i, 7%[11.4 µM]
COc1ccc(C2CC(c3ccc(C)cc3)Nc3ncnn32)cc1 (configuration not stated)
  -2%, -1%, 17%, 3%, nt, nt, -12%, -16%, nt, nt, 13%
CCCCOCC(O)Cn1c(C)nc2ccccc21 (configuration not stated)
  3%, -1%, -7%, 3%, i, -6%, -4%, -7%, i, i, 25%
CCOc1ccc(-n2c(C)nc3cc(C(=O)NCc4ccco4)ccc32)cc1
  0%, -2%, 17%, 2%, ?, 18%, -10%, 1%, i, i, 7%
O=C(O)c1ccc(CS(=O)c2cccc(C(F)(F)F)c2)o1 (configuration not stated)
  -1%, 0%, -6%, 2%, ?, 5%, -12%, -2%, i, i, 13%
COc1ccc(NC(=O)C2CCCN(S(=O)(=O)c3ccc(C)cc3)C2)cc1OC (configuration not stated)
  1%, -1%, 4%, 3%, i, 24%, ?, 14%, i, i, -7%
c1ccc(N=P(c2nc3ccccc3o2)(N2CCOCC2)N2CCOCC2)cc1
  1%, 0%, 3%, 0%, ?, 3%, -7%, 4%, i, i, -4%
Cc1ccc(N(C)C(=O)N2CCN(c3ccccn3)CC2)cc1
  -3%, 0%, -5%, 1%, nt, nt, -1%, -8%, nt, nt, 20%
COc1cc(NC(=O)CN2C(=O)c3ccccc3C2=O)c(C(=O)O)cc1OC
  1%, -2%, -3%, 2%, nt, -4%, -5%, 3%, nt, nt, 1%
O=C(NC1=NCCS1)c1ccncc1
  -1%, -1%, 5%, 1%, ?, -2%, -14%, -6%, i, i, 0%
O=C1NCCCC1C(=O)NCCNC(=O)C(F)(F)F (configuration not stated)
  0%, -3%, 7%[11.4 µM], -1%, nt, 6%[7.66 µM], -3%, 3%[11.4 µM], nt, nt, 1%[11.4 µM]
Cn1c(=O)c2c(nc(N3CCCCCC3)n2CC(=O)c2ccc(Br)cc2)n(C)c1=O
  2%, -2%, 6%, 3%, i, -2%, 4%, 2%, i, i, -33%[inhibitor]
COC(=O)C1CCN(C(=O)COC(=O)Cc2c[nH]c3ccccc23)CC1
  4%, 1%, -2%, 4%, i, 6%, 13%, 0%, i, ?, -2%
O=C(NCc1ccncc1)Nc1ccccc1Cl
  0%, 1%, 9%, 0%, nt, -1%, -7%, 6%, nt, nt, 5%
O=c1sc(Nc2ccccc2)nc2ccsc12
  -1%, -1%, 4%, -12%, ?, 3%, 40%[activator], -8%, i, i, 25%
O=C(Nc1ccccc1)N(Cc1cccs1)C1CCCC1
  0%, 1%, -4%, 0%, i, -5%, -11%, -14%, i, i, 1%
CCOc1cc(S(=O)(=O)N2CC=C(c3ccc(F)cc3)CC2)c(OCC)cc1-n1cnnn1
  1%, -1%, 2%, -3%, i, 9%, 13%, -3%, i, i, -24%
Cc1noc(C)c1-c1ccc2ncnc(N3CCN(C)CC3)c2c1
  2%, 0%, 9%, 0%[2.29 µM], ?, 11%, -20%, 2%, i, i, ?
COC(=O)c1ccc(C(NC(=O)OCc2ccccc2)/C(C)=C/[C@@H](C)C(=O)NCc2cccnc2)cc1 (some centres not stated)
  -1%, -3%, 14%, nt, nt, nt, -3%, 2%, nt, nt, ?
CC1=C(C(=O)N2CCOCC2)C(c2ccccc2F)C2=C(CCCC2=O)N1 (configuration not stated)
  -15%, -15%, -5%, 5%, i, -5%, -7%, 25µM*, i, i, 5%
COCCN(Cc1cc2cc3c(cc2n2nnnc12)OCO3)C(=O)c1ccccc1F
  0%, -4%, 6%, 0%, i, 9%, -4%, 9%, i, ?, 2%
CCOC(=O)N1CCC(NC(=O)CCc2c(C)nc3c(c(C)nn3C(C)(C)C)c2C)CC1
  1%, 0%, -10%, 2%, i, 31%[activator], 1%, 9%, i, i, 14%

Ordered by molar mass (falling): part of the list above.
Every second line gives: Casp7 inh, Casp1 inh, Tau filament bind, Luciferase inh, Fluorescein autfl, USP2a inhib, ERK AVP inh, HADH2 inh, Rhodamine fluor, Texas Red fluor, HEK293 cAMP cs
COCCn1c(SCC(=O)Nc2sc(C)c(C)c2C#N)nnc1C(C)C
  1%, -2%, -2%, -2%, i, nt, 4%, 4%, i, i, 11%
Cc1noc(C)c1-c1ccc2ncnc(N3CCN(C)CC3)c2c1
  2%, 0%, 9%, 0%[2.29 µM], ?, 11%, -20%, 2%, i, i, ?
O=C(Nc1ccccc1)N(Cc1cccs1)C1CCCC1
  0%, 1%, -4%, 0%, i, -5%, -11%, -14%, i, i, 1%

Additional entries:
Every second line gives: Casp7 inh, Casp1 inh, Tau filament bind, Luciferase inh, Fluorescein autfl, USP2a inhib, ERK AVP inh, HADH2 inh, Rhodamine fluor, Texas Red fluor, HEK293 cAMP cs
Cn1c(-c2ccccc2)c(O)c(=O)c2ccccc21
  -5%[11.5 µM], -5%[11.5 µM], nt, nt, nt, nt, 21%[11.5 µM], 3%[11.4 µM], nt, nt, 3%[11.4 µM]
O=C1NCCc2c1[nH]c1c(Cl)ccc(Cl)c21
  1%, -1%, 10%, 1%, i, -4%, 3%, 2%, i, ?, 9%
Cn1cccc1C(=O)N1CCC2(CCN(Cc3ccc(C#N)cc3)CC2)CC1
  1%, -3%, 8%, -3%[11.4 µM], ?, 36%[activator], -5%, 4%, i, i, 2%
CC1CCCCN1C(=O)Cc1ccc(Cl)cc1 (configuration not stated)
  0%, 2%, -1%, 2%, i, 3%, -16%, 18%, i, i, 7%
COc1cccc2cc(C(=O)N3CCN(c4ccccc4F)CC3)c(=O)oc12
  -2%, 0%, -7%, 2%, i, 11%, 6%, -1%, i, ?, 10%
CCOc1ccc(C(C)NC(=O)CCC(=O)O)cc1 (configuration not stated)
  0%, -1%, -7%, -1%, nt, -1%, 4%, 2%, nt, nt, -5%
Cn1c(Cc2cccs2)nnc1SCC(=O)N1CCc2ccccc21
  -3%, -3%, 6%, -8%, i, 13%, -28%, -17%, i, i, -5%
Cc1cc(NS(=O)(=O)c2ccc(C3CCCCC3)cc2)no1
  -1%, 2%, -9%, -1%, i, 6%, -25%, 10%, i, i, 18%
S=c1nc[nH]c2c1ncn2Cc1ccco1
  -1%[11.5 µM], -2%[11.5 µM], -3%[11.4 µM], 2%[11.4 µM], ?, nt, 26%[11.5 µM], ?, i, i, 18%[11.4 µM]
O=C(c1cccc(S(=O)(=O)N2CCOCC2)c1)N1CCOCC1
  0%, -3%, 32%, 3%, nt, 0%, -7%, 1%, nt, nt, ?
CC(C)(C)c1ccc(-c2nnc(SCCC#N)n2C2CCCC2)cc1
  5%, 1%, -7%, 2%, ?, -21%, 18%, 5%, i, ?, ?
CCCN1C(=O)C(NS(=O)(=O)c2ccc(N)cc2)(C(F)(F)F)C(C(=O)OC)=C1C (configuration not stated)
  1%, 1%, -11%, -1%, ?, 4%, -2%, -2%, i, ?, -4%
N#Cc1nc(COc2ccccc2)oc1N1CCCCC1
  -2%, -3%, 6%, 0%, nt, nt, -9%, -7%, nt, nt, ?
